# Compound activity from PubChem.
# ALOX12 inh = inhibitors of human 12S-lipoxygenase ALOX12; P18054; purified 12hLO, xylenol orange hydroperoxide absorbance; Potency, µM (top dose mostly 108 µM), inactives show top-dose activity change, negative = inhibition, hits mostly inhibitors; actives 1.1% (n = 580,000); AID 1671190; active = well fitted inhibition curve with a large enough effect; inconclusive = small, poorly fitted or top-dose-only effect, or another doubt; inactive = no such curve, though single readings can be large or run the other way
# Target sequence (P18054 whole entry, looked up): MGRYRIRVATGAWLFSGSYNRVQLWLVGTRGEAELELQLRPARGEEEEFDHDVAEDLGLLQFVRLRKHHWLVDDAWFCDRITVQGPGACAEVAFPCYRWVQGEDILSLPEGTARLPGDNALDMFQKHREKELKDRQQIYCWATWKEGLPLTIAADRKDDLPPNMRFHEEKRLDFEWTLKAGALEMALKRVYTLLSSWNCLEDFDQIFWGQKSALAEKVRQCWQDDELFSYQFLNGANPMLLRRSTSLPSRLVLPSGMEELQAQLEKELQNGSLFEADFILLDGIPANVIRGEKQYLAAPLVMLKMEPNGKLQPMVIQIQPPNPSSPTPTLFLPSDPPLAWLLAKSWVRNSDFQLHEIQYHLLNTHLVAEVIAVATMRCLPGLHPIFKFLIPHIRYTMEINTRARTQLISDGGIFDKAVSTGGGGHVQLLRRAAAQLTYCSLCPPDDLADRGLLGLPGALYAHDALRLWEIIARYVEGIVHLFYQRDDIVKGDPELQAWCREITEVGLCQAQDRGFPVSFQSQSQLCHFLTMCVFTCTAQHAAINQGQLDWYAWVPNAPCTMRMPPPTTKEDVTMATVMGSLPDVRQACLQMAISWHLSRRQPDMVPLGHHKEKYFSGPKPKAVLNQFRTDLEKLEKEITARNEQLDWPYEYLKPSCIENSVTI
#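 Purified human 12hLO at 150 nM in 25 mM Hepes, 0.01% Triton X-100, pH 7.0, preincubated 15 min at room temperature with compound. Reaction started with 40 uM arachidonic acid, 30 min at room temperature. Hydroperoxide measured by Fe-xylenol orange, 573/405 nm absorbance ratio.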
# Starred values were filed as active, the others as inactive; ? = inconclusive; [ ] = dose if it differs, or a comment. % is set by controls: 0 for no effect and ±100 for the full control effect; potency is the fitted concentration of half-maximal effect. This is a subset, so the mix of outcomes need not match the whole.
SMILES	ALOX12 inh
CN1CCCN(C(=O)C2CCOC2)c2ccccc21 (configuration not stated)	?
COc1ccc(CNC(=O)Cc2c(C)c3cc(Cl)c(O)cc3oc2=O)cc1	-1%
CCn1nc(CC(C)C)cc1C(=O)N(C)Cc1cccc(-n2cccn2)c1	44%[activator]
CC(c1nc(N)nc(N(C)C)n1)N(C)CCOc1ccc(Cl)cc1 (configuration not stated)	17%
CCNc1ccc(S(=O)(=O)N(CC)CC)cc1NCC(=O)Nc1ccccc1Cl	?
O=C(Nc1cccc2ncccc12)c1cnc2ccccc2n1	-27%
CC1(C)CC(NC(=S)Nc2ccc(F)c(Cl)c2)CC(C)(C)N1	-28%
CS(=O)(=O)N1CCn2c(nnc2-c2cncc(Br)c2)C1	0%[6.33 µM]
CCCn1cc2c3c(cccc31)CN(C(=O)c1cccc(C#N)c1)CC2	15%
Cc1ccccc1C(=O)N1CCC2(CC1)N=C(c1cccc(Br)c1)NO2	-6%
COc1ccc(C(=O)N2CCC(n3c(C)cnc3-c3ccccc3)CC2)c(OC)c1	82%[activator]
O=[S+]1([O-])NCC2(CCN(CC3CCCC3)CC2)Oc2ncccc21	?
CC(=O)NC(C(=O)N1CCC(c2c[nH]c3ccccc23)CC1)C(C)C (configuration not stated)	55%[activator]
COc1ccc(N2C(=O)C3(CCCCC3)C2C(=O)NCCN2CCc3ccccc3C2)cc1 (configuration not stated)	142%[activator]
COc1ccc(NC(=O)c2ccc(C3Nc4ccccc4S(=O)(=O)N3)cc2)cc1OC (configuration not stated)	?
O=C(c1ccncc1)N1CCC[C@@]2(CCN(c3ccccc3)C2)C1	?
COc1ccc(-c2noc(CSc3nnc4ccccn34)n2)cc1	20%
CCCOc1ccccc1C(=O)Nc1nonc1CC	1%
COC(=O)c1nc2n(n1)C(c1cccc(Br)c1)C(C(=O)Nc1ccc(C)cc1C)=C(C)N2 (configuration not stated)	?
Cc1cccc(C(=O)NCC(=O)N2CCCC2c2ccccc2)c1 (configuration not stated)	18%
COC(=O)c1cnc(NC(=O)COc2cccc3ccccc23)s1	-29%
O=C(C1=C(c2ccccc2)S(=O)(=O)CCO1)N(Cc1ccc(F)cc1)c1ccccn1	-27%
O=C1c2c(nc(COc3ccc4c(c3)OCO4)n2Cc2ccccc2)NCCN1Cc1cccc(Cl)c1	?
CCc1nc(Cn2cnc3c2c(=O)n(C)c(=O)n3C)cs1	?
CC(=O)c1ccc(N2CCN(C(C(=O)O)c3cn(C)c4ccc(C(=O)O)cc34)CC2)cc1 (configuration not stated)	1%
CN1CCCC2(CC1)CCN(C(=O)CC13CC4CC(CC(O)(C4)C1)C3)CC2	62%[activator]
CC1CCC2(CC1)NC(=O)N(CC(=O)NC(C)c1ccccc1)C2=O (configuration not stated)	8%
CCOc1ccc(NC(=O)CCc2ncc(-c3ccccc3F)o2)cc1	4%
COc1ccc(F)c(CN2CCC(CO)(CN3CCCC3)CC2)c1	30%
CC1=C[C@@H](CNC(=O)CC(C)(C)CC(=O)O)[C@H](C(C)C)C[C@H]1Cc1nc2ncccc2[nH]1	28%
Cc1ccc(Cl)cc1NC(=O)CCc1ncc(-c2ccc(F)cc2)o1	0%
COCCO[C@H]1C(=O)N(C2CCN(Cc3c[nH]c4ccccc34)CC2)[C@H]1c1ccncc1	39%[activator]
CC(C)CCN1CC2(CCCN(C(=O)Cn3ccc(=O)[nH]c3=O)C2)CCC1=O (configuration not stated)	34%
COC(=O)N1CCC2(C1)OC(=O)Nc1cnccc12 (configuration not stated)	50%[activator][176 µM]
O=C(c1n[nH]c2c1CCCC2)N1CCc2nc3cc[nH]n3c(=O)c2C1	47%[activator]
CC(C)(Oc1nn(CC2CCOCC2)c2ccccc12)C(=O)NCCc1ccccc1	9%[176 µM]
COCCOc1ccc(NC(=O)CC(C)(C)C)cc1	6%
CC(C)(C)c1ccc(C2CC2C(=O)NN)cc1 (configuration not stated)	30%
O=C(Cc1csc(-c2cccs2)n1)NCc1ccc(F)cc1	?
COCc1noc([C@@H]2CN(Cc3cn(C)c4ccc(OC)cc34)C[C@H]2C(N)=O)n1	28%
O=C1NCCCCCCN(Cc2ccncc2)[C@@H]2CN(C(=O)Nc3ccccc3)CC[C@H]12	45%[activator]
CCN(CC)S(=O)(=O)c1ccc2[nH]c(=O)cc(C(=O)N(C)Cc3ccccc3C)c2c1	-3%
Cc1cc2c(c(=O)o1)[C@@]1(C(=O)N(C)c3ccccc31)C1=C(CC(C)(C)OC1=O)O2	12%
COC(=O)c1cc2c(c3c4cc(F)ccc4n(S(=O)(=O)c4ccc(C)cc4)c13)C(=O)N(c1ccc(OC)cc1)C2	-16%
CCOc1cc(C#N)c(NC(=O)c2ccc3c(c2)OCO3)cc1OCC	4%
CCN(Cc1ccc(Br)s1)C(=O)Cn1nnc(-c2ccccc2)n1	-1%
O=C(c1ccc(-n2cnnc2)cc1)N1CCC2(CCCO2)CC1	-8%
O=C1NC[C@@H](CCCCN2CCN(CCc3ccc(O)cc3)C(=O)C2=O)N(Cc2ccccc2)C1=O	-10%
CC(C)CN1CCN(C(=O)C2CCc3ncc(-c4ccc(F)cc4)n3C2)CC1 (configuration not stated)	32%
Cc1cc(C)c2c(c1)C(=O)CCC2	3%
C#CCN(CC=C)Cc1cnc(S(=O)(=O)CC2CCCCC2)n1CCOC	-23%
COCCn1c(=O)c(-c2ccc(OC)cc2)nc2cnc(N3CCNCC3)nc21	?
COC(=O)[C@@]12C[C@@H](CC(=O)NCc3ccc(C)o3)C(=O)N(Cc3ccco3)C1=CCC(C)(C)C2	?
O=C(CCC(=O)OCC(=O)c1ccc([N+](=O)[O-])cc1)Nc1cc(C(F)(F)F)ccc1Cl	?
Fc1ccc(CNC(=S)Nc2cccc(F)c2)cc1	?
CC(=O)N(CCC1(Cc2ccccc2)CCCC1)C1CCOC(C)(C)C1 (configuration not stated)	9%
COC(=O)/C=C/[C@@H](CC1CCCC1)NC(=O)C(F)(F)F	-7%
CN(C)CCOCC1(C)COc2ccc(C(=O)Nc3cccc(N(C)C)c3)cc2N1 (configuration not stated)	-2%[176 µM]
CC(=O)c1cc(C(=O)N2CCC(n3nccc3NC(=O)CC(C)C)CC2)cs1	31%
O=C(Nc1cc(F)cc(F)c1)c1cnc2ccccc2n1	-1%

# The listing continues:
SMILES	ALOX12 inh
O=S(=O)(c1ccc(Br)s1)N1CCC(n2c(C(F)(F)F)nc3cccnc32)CC1	-13%
COCCN1C(=O)c2ccccc2C(C(=O)NCCc2ccc(OC)cc2)C12CCCC2 (configuration not stated)	38%[activator]
CSc1cccc(NC(=O)c2ccc(C)c(F)c2)c1	20%
Cc1nnc(-c2cc(C(=O)NCc3ccco3)ccn2)n1Cc1cccnc1	?
Cc1nn(CCC#N)c(C)c1[C@@H]1C=C[C@@H](NC(=O)CCCC(=O)O)C1	12%[176 µM]
CC(C)CC(=O)C(C#N)C(=O)NCc1ccccc1 (configuration not stated)	?
O=C(Nc1cn[nH]c1)C1CCCN(c2ncccc2C(F)(F)F)C1 (configuration not stated)	35%[activator]
CCCNC(=O)C[C@@H]1CC[C@@H]2[C@H](COC[C@H](O)CN2C(=O)c2cc(Cl)cc(Cl)c2)O1	-5%
COc1ccc(NC2CCCN(C(=O)CCCS(N)(=O)=O)C2)cc1 (configuration not stated)	?
CC(C)(C)NC(=O)CC(NC(=O)c1ccccc1Cl)c1ccccc1 (configuration not stated)	-5%
O=C(N1CCC(c2noc(C3CC3)n2)C1)C1(c2ccccc2)CC1 (configuration not stated)	23%
CCN(Cc1cccc(OCCO)c1)CC1CCCN(CCc2cccc(OC)c2)C1 (configuration not stated)	?

# Some of these compounds in order of their number in ALOX12 inh, high to low:
SMILES	ALOX12 inh
O=C(N1CCC(c2noc(C3CC3)n2)C1)C1(c2ccccc2)CC1 (configuration not stated)	23%
CCCNC(=O)C[C@@H]1CC[C@@H]2[C@H](COC[C@H](O)CN2C(=O)c2cc(Cl)cc(Cl)c2)O1	-5%
O=S(=O)(c1ccc(Br)s1)N1CCC(n2c(C(F)(F)F)nc3cccnc32)CC1	-13%

# More structures:
SMILES	ALOX12 inh
O=c1[nH]nc2c3ccccc3occ1-2	2%
COCCN1C(=O)c2ccccc2C(C(=O)Nc2ccc(OC)c(OC)c2)C12CCCC2 (configuration not stated)	47%[activator]
CC(C)C(=O)Nc1nonc1-c1ccc(Br)cc1	3%
COc1ccc(S(=O)(=O)Nc2c(NC3CCCC3)c3ccccc3oc2=O)cc1Cl	-42%
Cc1cc(C)cc(NC(=O)N2CCCC(Cn3cnc4cccnc43)C2)c1 (configuration not stated)	25%
Cc1cc2c(c(-c3ccc(Cl)cc3)c1)OC(CNC(=O)CCC(=O)N(C)C)C2 (configuration not stated)	7%
CC(=O)Oc1ccc(C(=O)Nc2ccc(O)c(-c3nc4ccccc4o3)c2)cc1	17%
Cc1ccc(CN2CCCCCNC(=O)CC2c2ccccc2)s1 (configuration not stated)	7%
N#CC1CCN(C(=O)c2ccc3nnc(-c4cccc(OC(F)(F)F)c4)n3c2)CC1	0%[6.33 µM]
CNc1c(NC(=O)Nc2cccc(Cl)c2)c(=O)oc2ccccc12	?
Cc1cc(C(=O)N2CCCC(c3[nH]ccc3C(N)=O)C2)c(C)n1Cc1ccco1 (configuration not stated)	13%
Cc1noc(C)c1S(=O)(=O)N1CC(C(=O)NC2CCCCC2)C2(CCOCC2)C1 (configuration not stated)	6%
Cc1cc(NC(=O)NCC2CCN(CCc3ccc(F)cc3)CC2)ccc1Br	?
Cc1ccc2cc(C(=O)N(Cc3ccco3)C3CC3)[nH]c2c1	2%
O=C(Nc1cc(Cl)c(Cl)cc1Cl)c1ccc(-c2ccccc2)cc1	13%
COCc1nnc2n1CCC(NC(=O)Cc1c[nH]c3ccccc13)CC2 (configuration not stated)	-5%
CCOc1cc(/C=C(\C#N)C(=O)C(C)(C)C)ccc1OCc1ccccc1Cl	-5%
COc1cccc(CNC(=O)[C@@H]2CCCN2C(=O)[C@@H]2CCCN2C(=O)c2cccc(OC)c2)c1	0%
CC(C)NC(=O)N1CCCCCC1CN1CCCC1 (configuration not stated)	76%[activator]
CCc1ccc(C(=O)N2CC(c3nnc(-c4ccncc4)o3)C3(CCOCC3)C2)cc1 (configuration not stated)	8%
COc1cc(CN2C(=O)C(=O)c3cc(C)ccc32)ccc1OCCC(C)C	-28%
COc1ccc(NC(=O)N[C@H]2C[C@@H](C(=O)N[C@@H](Cc3cccs3)C(N)=O)N(C(=O)CSC)C2)cc1	-1%
COc1ccc(C2CC(=O)Nc3c2c(=O)nc(SC)n3C)cc1 (configuration not stated)	-3%
COCC(=O)N1CCC(Oc2ccc(C(=O)N(C)C)cn2)CC1	13%

# Quoted at random: 7 records from the list.
SMILES	ALOX12 inh
CC(C)NC(=O)N1CCCCCC1CN1CCCC1 (configuration not stated)	76%[activator]
Cc1ccc2cc(C(=O)N(Cc3ccco3)C3CC3)[nH]c2c1	2%
CCc1ccc(C(=O)N2CC(c3nnc(-c4ccncc4)o3)C3(CCOCC3)C2)cc1 (configuration not stated)	8%
COc1cccc(CNC(=O)[C@@H]2CCCN2C(=O)[C@@H]2CCCN2C(=O)c2cccc(OC)c2)c1	0%
COCC(=O)N1CCC(Oc2ccc(C(=O)N(C)C)cn2)CC1	13%
COc1ccc(C2CC(=O)Nc3c2c(=O)nc(SC)n3C)cc1 (configuration not stated)	-3%
COc1ccc(NC(=O)N[C@H]2C[C@@H](C(=O)N[C@@H](Cc3cccs3)C(N)=O)N(C(=O)CSC)C2)cc1	-1%

# Further entries follow:
SMILES	ALOX12 inh
Cc1cccc(CNc2ccnc(-c3ccc(N(C)C)cc3)n2)c1	-30%
O=[N+]([O-])c1ccccc1-c1cc(-c2ccccc2)on1	1%
CC(C)NC(=O)C[C@@H]1O[C@H](CNCc2ccc(F)cc2)[C@@H](O)[C@H]1O	14%[176 µM]
COc1ccc(Cn2c(C3CCN(C(=O)c4ccc(C#N)cc4)CC3)n[nH]c2=O)cc1	?
O=C1CCCCCN1CCC(=O)N1CCOC(CCCc2ccccc2)C1 (configuration not stated)	22%
COc1ccc(C)cc1NC(=O)CNC(=O)CNc1ccccc1Cl	3%
O=C(NCc1cccs1)C1=NO[C@@H]2CN(c3cccnc3)C[C@H]12	-2%[176 µM]
Cn1ncc2c(Nc3ccccc3)nc(N3CCN(C(=O)c4ccco4)CC3)nc21	-25%
COc1ccc(O)c(C(=O)/C=C/c2ccc(C)cc2)c1	?
O=C(Nc1ccc(F)cc1)C(c1ccnc2ccccc12)N1CCN(c2cccc(C(F)(F)F)n2)CC1 (configuration not stated)	1%
COCC1CN(Cc2cc(Br)ccc2OC)CC12CCNCC2 (configuration not stated)	47%[activator]
O=C(CC[C@H]1NC(=O)c2ccccc2NC1=O)Nc1n[nH]c(CCC2CCCC2)n1	103%[activator]
CCCN(CCC)C(=O)Cc1c(C)[nH]c2ccc(C)cc12	-3%
Cc1ccc(C(=O)N2CCCCCCNC(=O)[C@@H]3C[C@@H](c4nc(C(C)C)no4)C[C@@H]32)s1	56%[activator]
c1ccc(CN2CCC[C@H]2c2nc(-c3ccnc(N4CCOCC4)c3)no2)nc1	52%[activator][176 µM]
O=C(CCN1CCN(C(=O)OCc2cc(Cl)cc(Cl)c2)CC1)c1ccc2[nH]c(=O)oc2c1	-5%[57.4 µM]
